HEK cytotox = Cytotoxic Profiling in HEK 293 Cell Line of Diverse Libraries Using Quantitative High-Throughput Screening; Potency, µM (doses to about 115 µM), for inactives: at the highest dose activity change, negative = cytotoxicity, actives largely listed as inhibitors; HEK 293 viability, ATP luminescence (CellTiter-Glo), 48-72 h; actives 6.6% (n = 94,000); also: potency is read from the fitted curve at half-maximal effect; nearly all actives have a fitted effect of over 60% in size
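HEK 293 cells seeded at 250 cells/well were exposed to compound for 48 or 72 hr at 37 degree Celsius. Viability taken as ATP content by CellTiter-Glo luminescence.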
IP6K1 inhibitor = Primary qHTS assay for small molecule inhibitors of Inositol hexaphosphate kinase 1 (IP6K1); activity change, % (series mostly up to about 58 µM); IP6K1 kinase, ADP-Glo luminescence, 2 h; hits give low values; actives 0.81% (n = 140,000); Inositol hexakisphosphate kinase 1 (Homo sapiens), Q92551; in the data active = activity change below about -25%
Target sequence (Q92551 whole entry, looked up): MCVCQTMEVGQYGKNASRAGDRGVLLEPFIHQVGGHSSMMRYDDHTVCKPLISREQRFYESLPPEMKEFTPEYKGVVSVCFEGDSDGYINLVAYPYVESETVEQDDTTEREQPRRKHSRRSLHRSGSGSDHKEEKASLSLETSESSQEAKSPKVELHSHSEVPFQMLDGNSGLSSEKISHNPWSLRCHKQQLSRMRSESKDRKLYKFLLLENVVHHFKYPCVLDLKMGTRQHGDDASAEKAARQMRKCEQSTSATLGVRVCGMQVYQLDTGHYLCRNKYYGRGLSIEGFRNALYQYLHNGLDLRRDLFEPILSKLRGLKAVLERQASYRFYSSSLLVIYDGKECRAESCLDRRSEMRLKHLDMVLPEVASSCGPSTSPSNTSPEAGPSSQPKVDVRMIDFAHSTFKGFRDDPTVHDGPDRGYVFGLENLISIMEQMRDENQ
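ADP-Glo luminescence measures ADP made by human IP6K1 during a 2 h RT reaction with ATP/IP6 (mix at 1.3 mM/130 uM); top library doses 57.5 and 19.1 uM final.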
Luciferase inh = Firefly luciferase inhibition profiling of diverse chemical library using quantitative high-throughput screening | purified P. pyralis luciferase, luminescence, biochemical | actives 2.5% (n = 76,000) | Potency, µM (doses to about 115 µM), for the others: at the highest dose activity change, negative = inhibition, actives largely listed as inhibitors | Luciferin 4-monooxygenase (Photinus pyralis), P08659; also: potency is read from the fitted curve at half-maximal effect; nearly all actives have a fitted effect of over 65% in size
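FLuc 10nM, D-luciferin 10uM, ATP 10uM, Mg acetate 10mM, Tris acetate pH 7.5, Tween/BSA; cpd qHTS; enzyme added last; CCD luminescence.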
SNCA expr inhib = Primary qHTS assay for inhibitors of alpha-synuclein gene (SNCA) expression. actives 0.17% (n = 140,000). Potency, µM (highest dose often 57.2 µM), without a hit: top-dose activity change, negative = inhibition, most hits filed as inhibitors. HEK-293 SNCA-luciferase knock-in, luminescence, 24 h. AID 1671194, 2021;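 also: potency is read from the fitted curve at half-maximal effect; plate controls were DMSO cells for no effect and cell-free wells for full effect; nearly all actives have a fitted effect of over 45% in size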
SNCA viab count = GF-AFC viability counterscreen for inhibitors of alpha-synuclein gene (SNCA) expression; HEK-293-SNCA-luc viability, GF-AFC fluorescence, 24 h; Potency, µM (top dose mostly 57.1 µM), without a hit: top-dose activity change, negative = cytotoxicity, hits mostly cytotoxic; actives 0.12% (n = 150,000); AID 1671193, 2021;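 also: potency is read from the fitted curve at half-maximal effect; 0% = DMSO-treated cells and -100% = medium-only wells without cells; nearly all actives have a fitted effect of over 30% in size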
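HEK-293-SNCA-luc cells (1500/well) plated 24 h, then exposed 24 h to a dilution series; GF-AFC added 30 min at 37C, fluorescence 405/540 nm; normalised to medium-only and DMSO wells, Hill fit.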
NIH3T3 tox = Cytotoxic Profiling in NIH 3T3 Cell Line of Diverse Libraries Using Quantitative High-Throughput Screening; NIH 3T3 viability, CellTiter-Glo ATP luminescence, 48-72 h; Potency, µM (highest dose often 96.7 µM), inactives show top-dose activity change, negative = cytotoxicity, most hits filed as inhibitors; actives 4.3% (n = 94,000); also: potency is read from the fitted curve at half-maximal effect; nearly all actives have a fitted effect of over 55% in size
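Cytotoxicity was measured by CellTiter-Glo ATP luminescence after 48 or 72 h compound exposure at 37 °C. Mouse NIH 3T3 fibroblasts were seeded at 400 cells/well and dosed by 23 nL pin transfer.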
GPT2 inhibitor = Primary qHTS assay for inhibitors of Glutamate pyruvate transaminase 2 (GPT2); Recombinant GPT2, coupled pyruvate oxidase/HRP Amplex Red fluorescence; actives 0.25% (n = 100,000); AID 1671188, 2021; Potency, µM (doses to about 57.7 µM), without a hit: at the highest dose activity change, negative = inhibition, actives largely listed as inhibitors; Alanine aminotransferase 2 (Homo sapiens), Q8TD30; also: potency is read from the fitted curve at half-maximal effect; nearly all actives have a fitted effect of over 60% in size; many of its hits are not listed in these tables
Target sequence (Q8TD30 whole entry, looked up): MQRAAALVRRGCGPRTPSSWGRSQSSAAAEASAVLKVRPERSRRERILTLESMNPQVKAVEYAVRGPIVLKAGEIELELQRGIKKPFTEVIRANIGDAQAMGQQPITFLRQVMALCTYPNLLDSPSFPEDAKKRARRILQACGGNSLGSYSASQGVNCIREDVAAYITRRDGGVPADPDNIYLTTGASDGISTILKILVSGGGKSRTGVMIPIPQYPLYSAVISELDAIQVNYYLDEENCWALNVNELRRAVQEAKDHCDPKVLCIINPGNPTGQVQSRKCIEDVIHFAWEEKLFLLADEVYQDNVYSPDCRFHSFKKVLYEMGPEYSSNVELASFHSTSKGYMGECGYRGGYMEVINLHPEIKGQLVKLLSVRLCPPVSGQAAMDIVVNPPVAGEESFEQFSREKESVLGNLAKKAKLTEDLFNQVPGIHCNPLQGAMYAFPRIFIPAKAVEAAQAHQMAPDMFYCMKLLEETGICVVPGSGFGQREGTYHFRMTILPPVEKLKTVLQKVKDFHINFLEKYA
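GPT2 10ng/uL, a-KG 250uM, L-Ala 2mM, HEPES pH7.5 + 0.0001% Tween; 30 min RT. Then Amplex mix (PO/HRP/ThPP), 30 min RT dark, fluorescence. AOA 50uM used as positive control.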
Starred values were filed as active, the others as inactive; i = inactive; ? = inconclusive; · = not tested or not shown; & = joins results of further samples; ! = repeats disagree; [ ] = dose if it differs, or a comment. Unless noted, calls follow the shape of the dose curve; as a rule, active = well fitted curve in the direction sought with a large enough effect; inconclusive = small, poorly fitted or top-dose-only effect, or another doubt; inactive = no such curve, though single readings can be large; an effect the other way counts as inactive or inconclusive. Unless noted, % is scaled to controls: 0 for no effect and ±100 for the full control effect.

SMILES	HEK cytotox	IP6K1 inhibitor	Luciferase inh	SNCA expr inhib	SNCA viab count	NIH3T3 tox	GPT2 inhibitor
COc1ccc(N2CCN(Cc3cccn3-c3nnc(N4CCN(C5CCCCC5)CC4)s3)CC2)cc1	·	-2	·	42%[activator]	0%	·	·
CC(O)c1cc2n(n1)CCN(C(=O)C1(c3ccc(Cl)cc3)CCC1)C2 (configuration not stated)	-8%	5	2%	22%	0%	?	i
CCC1=C(C(=O)OC)C(c2ccc(C)cc2C)N2C(CC(=O)Nc3ccc(OC)cc3)=CSC2=N1 (configuration not stated)	45µM*	-14	-13%	5%	-20%	?	-13%
COc1cc(-c2ccnc3nc(-c4cccs4)nn23)cc(OC)c1OC	?	1	-1%	71%[activator]	-1%	-27%	i
CN1CC(=O)N(C2CCCC2)Cc2c(NCc3cccc(Cl)c3)ncnc21	?	6	·	18%	-9%	?	i
CN(CC1CCOCC1)C(=O)c1ccsc1	12%	31	-4%	12%	12%	3%	i
COC(=O)Cn1c(=NC(=O)c2ccc3c(c2)OCCO3)sc2ccccc21	·	12	·	104%[activator]	9%	·	·
CC(=O)O[C@@H]1[C@H](O[C@@H]2O[C@H](CO)[C@@H](O)[C@H](O)[C@H]2O)[C@@H](O[C@@H]2O[C@@H](C)[C@H](O)[C@@H](O[C@@H]3O[C@H](CO)[C@@H](O)[C@H](O)[C@H]3O)[C@H]2O)[C@H](OC(=O)C23CCC4(C)C(=CCC5C6(C)CC(O)C(O[C@@H]7O[C@H](C(=O)O)[C@@H](O)[C@H](O)[C@H]7O)C(C)(C(=O)O)C6CCC54C)C2CC(C)(C)CC3O)O[C@@H]1C (some centres not stated)	·	9	·	·	5%[12.5 µM]	·	?
CCOc1ccc(NC(=O)Cn2cc(C(=O)c3ccc(C)cc3)c(=O)c3cc4c(cc32)OCO4)cc1	·	-3	·	15%	-17%	·	·
O=C(N1CCN([S+](=O)([O-])c2ccccc2)CC1)N1CC2CC(C1)[C@H]1CCCC(=O)N1C2 (some centres not stated)	15%	3	7%	5%	-5%	i	-8%
COc1ccc(F)cc1-c1cccc(C(=O)NCCN[S+](=O)([O-])c2ccccc2)c1	?	-10	·	-2%	1%	?	2%
COC(=O)NC1CCN(Cc2cccc(-c3cccs3)c2)CC1	?	3	·	-9%[87.6 µM]	3%[12.5 µM]	?	1%[88.5 µM]
O=C(C1CN(c2ccc(Cl)cc2)C(=O)N1)N1CCN(Cc2ccccc2)CC1 (configuration not stated)	25µM*	-1	-6%	?	-23%	?	?
C[C@@H](NC(=O)c1ccccn1)c1onc(-c2ccc(Cl)cc2)c1C(=O)O	i	1	3%[172 µM]	11%[87.6 µM]	4%[87.6 µM]	0%[138 µM]	-12%[88.5 µM]
O=C(C1CCc2nnc(-c3ccc(Cl)cc3Cl)n21)N1CCN(c2ncccn2)CC1 (configuration not stated)	-1%	9	·	3%	-11%	3%	2%
COc1cc(NC(=O)NCCN2CCN(c3ccccc3)CC2)cc(OC)c1OC	·	1	·	-6%	-7%	·	·
CN1CC(=O)N(C2CCCNCC2)Cc2c(NC3CCC3)ncnc21 (configuration not stated)	-5%	-1	·	18%	2%	3%	i
Cc1cc(C(=O)N2CCC(c3nccn3Cc3ccncc3)CC2)c(C)o1	i	22	-2%	?	-1%	3%	i
COc1cccc2cc(-c3nnc(Nc4c(F)cccc4F)s3)c(=O)oc12	·	17	·	198%[activator]	9%	·	·
COc1cc(NS(=O)(=O)c2ccc3[nH]c4c(c3c2)CCCC4)cc(OC)c1OC	·	546	·	-12%	-17%	·	·
O=C(Cc1c[nH]c2ncc(-c3ccccc3)cc12)N1CCN(c2ccccn2)CC1	?	-17	?	-29%[87.6 µM]	-9%[87.6 µM]	?	?
COc1ccccc1C(=O)Nc1cc2c(cc1N1CCCC1)n(C)c(=O)n2C	·	-14	·	·	?	·	i
N#Cc1cccc(CN2CCC(c3nc4ccc(F)cc4c(=O)[nH]3)CC2)c1	22µM*!	-1&6	5%	?	-1%&9%	?	?
Cc1cccc(N(C)C(=O)CSc2nc3ncccc3o2)c1	·	10	·	22%	0%	·	·
COc1ccc(-c2cc(C(F)(F)F)nc(SCC(=O)NCCc3ccc(OC)c(OC)c3)n2)cc1	·	0	·	0%	-10%	·	·
SMILES	HEK cytotox	IP6K1 inhibitor	Luciferase inh	SNCA expr inhib	SNCA viab count	NIH3T3 tox	GPT2 inhibitor
CCC1Oc2ccc(NC(=O)Nc3cccc(OC)c3)cc2CN(Cc2ccc3c(c2)OCO3)C1=O (configuration not stated)	32µM*	-3	-20%	?	-1%	?	i
CC(C)(O)/C=C/C1=CC(=O)[C@@](C)(O)C[C@H]1O	·	-7	·	·	-1%	·	1%
CN(C)C(=O)c1cc(-c2ccc(F)cc2)c2nncn2n1	3%[172 µM]	-5	·	?	12%[87.6 µM]	1%[138 µM]	i
COc1ccc2cc(CN3CCNC(=O)C3C)c(-c3cccs3)nc2c1 (configuration not stated)	1%	11	?	11%	-4%	-25%	1%
CCn1c2ccccc2c2cc(CNC)ccc21	·	-13&-4	·	·	9%&37%	·	0%&-5%
CCC1COCCN1C(=O)c1coc(COc2ccc3c(c2)OCO3)n1 (configuration not stated)	-17%	-5	?	40%[activator]	1%	-11%	i
CCCc1noc(-c2cccn3c(CNC(=O)C4CCCC4)nnc23)n1	-1%	8	-8%	10%	-4%	-7%	i
CN1Cc2nc(NCc3ccccc3)ccc2OCC1=O	?	-7	-22%[230 µM]	10%[87.6 µM]	6%[87.6 µM]	?	i
COC(=O)c1ccc(CN2C(=O)[C@@H]3C[C@@H](O)CN3C3(CN(Cc4ccc(C(F)(F)F)cc4)C3)C2=O)cc1	?	-14	0%	-22%	-3%	-25%	i
Cc1ccc(C(=O)N2CCCc3nc(C)nc(-c4ccc(O)cc4)c3C2)cc1	?	10	7%	-10%	0%	?	i
Cc1ccc(Cl)cc1NC(=O)Cn1ccn2nc3c(c2c1=O)CCCCC3	?	3	?	154%[activator]	-6%	?	i
COCC(=O)N1CCCC(c2noc(COC)n2)C1 (configuration not stated)	-11%	17	-1%	-11%	8%[12.5 µM]	i	-4%
Cc1cn2nnc(C(=O)NCCCc3ccccc3)c2c(=O)[nH]1	-7%	-12	-10%	-2%	-5%	-1%	1%
CCc1ccccc1CN1CCC2(Cc3ccccc3CNC2=O)C1 (configuration not stated)	79µM*	-1	·	14%	-19%	?	i
COc1cccc(CNC(=O)CSc2nnc(C)c3c(C)n(-c4ccccc4)nc23)c1OC	·	1	·	-6%	3%	·	·
CN(C)C(=O)c1n[nH]c2c1CN(C(=O)c1ccccc1Br)CC2	-2%	13	1%	4%	6%	3%	i
COc1ccc2c(c1)C(CNCc1ccccc1)=CC(C)(C)CO2	?	-4	·	·	·	-28%	·
NC(=O)NC1NC(=O)NC1=O (configuration not stated)	·	1	·	-23%[25.6 µM]	6%[23.9 µM]	·	i
COc1ccccc1NC(=O)N1CCc2cc(OC)c(OC)cc2C1CNC(=O)c1ccco1 (configuration not stated)	-36%	3	-18%	1%	-6%	-23%	i
Cn1ncc(N2CCC(C(=O)NCc3cc(F)ccc3F)C2)cc1=O (configuration not stated)	-11%	-9	7%	-6%	3%	-8%	5%
Cc1onc(-c2ccccc2)c1C(=O)N1CCCC2(CCOC2)C1 (configuration not stated)	i	-19	-4%	-16%	-4%	i	1%
CN(C)CCNc1ncnc2c1cnn2-c1cccc(Cl)c1	·	15	·	30%[activator]	2%	·	·
CCc1ccc(NS(=O)(=O)c2c(C)nc3sc(CC)nn3c2=O)cc1	·	-20	·	-11%	?	·	·
COc1cc(F)ccc1-c1nc(-c2c(C)noc2C)cc2c1cc(C)n2C	?	-5	6%[172 µM]	44%[87.6 µM]	-14%[87.6 µM]	?	?
CC1=C(C/C=C(\C)CCC[C@H](C)CCC[C@H](C)CCCC(C)C)C(=O)c2ccccc2C1=O	·	14	·	71%[25.6 µM]	-13%[23.9 µM]	·	-2%
SMILES	HEK cytotox	IP6K1 inhibitor	Luciferase inh	SNCA expr inhib	SNCA viab count	NIH3T3 tox	GPT2 inhibitor
COc1cccc(C(=O)NC2CCN(c3cn[nH]c(=O)c3)CC2)c1	-1%	5	-6%	5%	-6%	-6%	i
Cc1nnc(-c2cc(-c3ccccc3Oc3ccccc3)ccn2)n1C1CCN(C)CC1	?	4	-14%[172 µM]	-13%[87.6 µM]	-8%[87.6 µM]	?	i
Cc1cnc(C(=O)N[C@@H]2CCC[C@@H]2C(=O)Nc2cccc(C(C)C)c2)cn1	-9%	9	-8%	4%	?	-10%	-12%
Cn1cnc(-c2nccc3c(=O)[nH]c(OCCCC(F)(F)F)nc23)c1	·	-15	·	·	-10%	·	-20%
Cc1noc2c(NCCc3ccccn3)cc(-c3cccnc3)nc12	-13%[172 µM]	-1	4%[172 µM]	20%[87.6 µM]	0%[87.6 µM]	?	-4%[88.5 µM]
Cc1ccc2c(c1)c(=O)c(S(=O)(=O)c1ccc(F)cc1)cn2CC(=O)Nc1ccc2c(c1)OCO2	·	0	·	-11%	3%	·	·
Cn1nc(C(=O)NCc2ccccc2Cl)c2c1-c1ccccc1SC2	·	-7	·	-14%	-5%	·	·
COc1cc(OC)c(NC(=O)Cn2ccn3nc4c(c3c2=O)CCCC4)cc1Cl	?	1	-11%	-16%	0%	?	i

Screens from PubChem BioAssay.
